SRC1 inh – inhibitors of human steroid receptor coactivator 1 (SRC1); Q15788; HEK293 GAL4-SRC1 luciferase reporter, luminescence; inhibition, % at 3.6 µM; 0.12% of 360,000 active; AID 588354;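 active = inhibition above the campaign mean plus 3 SD, with each screening campaign given its own cutoff, cut at about 60% in these data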;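 note: 0% = DMSO treated cells and 100% = gossypol at 36 µM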
COUP-TFII inh – NR2F2 (human) inhibition, primary screen | HEK293T NGFI-A luciferase reporter, luminescence | 0.7% of 370,000 active | P24468 | inhibition, % at 8.6 µM;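 active = inhibition above a per-plate cutoff, mean inhibition of test wells between control levels plus 3 SD, cut at about 38% in these data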;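 note: cells cotransfected with COUP-TFII expression vector driving the NGFI-A reporter; 0% = median of COUP-TF2 test wells and 100% = reporter-only cells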
TROY signal inh – TROY signaling inhibition; Q293 LMP1-TROYcd NF-kB luciferase reporter, 4 h; 0.98% of 360,000 active; inhibition, % at 10 µM;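 active = compounds whose plate-normalised and pattern-corrected inhibition of the luciferase reporter signal at the single screening dose is 50% or more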
EBV LMP1 NFkB – inhibitors of Epstein-Barr LMP1-induced NF-kappaB reporter; LMP1-induced NF-kappaB luciferase reporter cells, luminescence; inhibition, % at 12.5 µM; 0.69% of 350,000 active; AID 504558; in the data active = inhibition above about 41%;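 note: 0% = neutral control wells and 100% = reference inhibitor control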
TRAIL sens C8 – caspase-8 TRAIL sensitization; AID 624354; inhibition (viability loss, TRAIL sensitization), % at 10 µM; 1% of 360,000 active; NB7+C8 cells + TRAIL, ATPlite viability luminescence;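 active = compounds causing at least 50% loss of cell viability in the single-dose screen, relative to plate controls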
Shn3 inh set2 – Schnurri-3 reporter inhibition in Clone20 osteoblasts; inhibition, % at 12.5 µM; 0.52% of 360,000 active; Clone20 osteoblast Shn3 3'UTR firefly luciferase, 24 h; AID 588674;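 active = mean inhibition of at least 75% with every replicate also reaching 75%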;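 note: 0% = median of neutral control wells and 100% = pilot-screen positive control compound; some compounds past the cut are filed as inactive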
CF NFkB inh – cystic fibrosis NF-kB activation inhibition. KKLEB NF-kB-GFP reporter, PAF-induced, GFP fluorescence overnight. inhibition, % at 5 µM. 0.86% of 360,000 active. AID 588850;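 active = at least 50% inhibition at 5 µM, scaled per plate between neutral and stimulator controls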;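 note: PAF is a Pseudomonas aeruginosa culture filtrate used as stimulus; plate controls were PAF-stimulated DMSO wells for no effect and unstimulated DMSO wells for full effect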
NR5A2 inv ag – suppresses constitutive activity of human LRH-1; 0.13% of 360,000 active; inhibition, % at 3.6 µM; HEK293T StAR-luciferase reporter, LRH-1 transfected, 24 h; O00482;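 active = inhibition above the mean inhibition of all tested compounds plus 3 SD, cut at about 73% in these data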;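 note: 0% = DMSO wells and 100% = reporter-only cells lacking LRH-1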
KKLEB tox – counter-screen for CF NF-kB inhibitors: cytotoxicity | KKLEB CF airway cells viability, ATPlite luminescence, overnight; stronger effect = lower value; cells stimulated with P. aeruginosa culture filtrate | activity change (cytotoxicity), % at 5 µM | 0.36% of 360,000 active | AID 602141;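 active = corrected activity change at or below -50% at 5 µM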
TWEAK-Fn14 inh – inhibitors of TWEAK-Fn14 interaction signaling. 2% of 360,000 active. inhibition, % at 10 µM. TWEAK-stimulated Fn14 reporter cells, luciferase luminescence, 8 h; in the data active = inhibition above about 50%
SRC3 inh – inhibitors of human steroid receptor coactivator 3 (SRC3); AID 588352; 0.17% of 360,000 active; inhibition, % at 3.6 µM; HEK293 GAL4-SRC3 luciferase reporter, luminescence;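 active = inhibition above a per-campaign cutoff, the mean of all compounds plus 3 SD, cut at about 60% in these data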;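 note: 0% = DMSO-treated cells and 100% = gossypol-treated cells at 36 µM; higher means less SRC3-driven luciferase light from the GAL4 reporter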
Target sequence (Q9Y6Q9 whole entry, looked up, the tested form may be a part): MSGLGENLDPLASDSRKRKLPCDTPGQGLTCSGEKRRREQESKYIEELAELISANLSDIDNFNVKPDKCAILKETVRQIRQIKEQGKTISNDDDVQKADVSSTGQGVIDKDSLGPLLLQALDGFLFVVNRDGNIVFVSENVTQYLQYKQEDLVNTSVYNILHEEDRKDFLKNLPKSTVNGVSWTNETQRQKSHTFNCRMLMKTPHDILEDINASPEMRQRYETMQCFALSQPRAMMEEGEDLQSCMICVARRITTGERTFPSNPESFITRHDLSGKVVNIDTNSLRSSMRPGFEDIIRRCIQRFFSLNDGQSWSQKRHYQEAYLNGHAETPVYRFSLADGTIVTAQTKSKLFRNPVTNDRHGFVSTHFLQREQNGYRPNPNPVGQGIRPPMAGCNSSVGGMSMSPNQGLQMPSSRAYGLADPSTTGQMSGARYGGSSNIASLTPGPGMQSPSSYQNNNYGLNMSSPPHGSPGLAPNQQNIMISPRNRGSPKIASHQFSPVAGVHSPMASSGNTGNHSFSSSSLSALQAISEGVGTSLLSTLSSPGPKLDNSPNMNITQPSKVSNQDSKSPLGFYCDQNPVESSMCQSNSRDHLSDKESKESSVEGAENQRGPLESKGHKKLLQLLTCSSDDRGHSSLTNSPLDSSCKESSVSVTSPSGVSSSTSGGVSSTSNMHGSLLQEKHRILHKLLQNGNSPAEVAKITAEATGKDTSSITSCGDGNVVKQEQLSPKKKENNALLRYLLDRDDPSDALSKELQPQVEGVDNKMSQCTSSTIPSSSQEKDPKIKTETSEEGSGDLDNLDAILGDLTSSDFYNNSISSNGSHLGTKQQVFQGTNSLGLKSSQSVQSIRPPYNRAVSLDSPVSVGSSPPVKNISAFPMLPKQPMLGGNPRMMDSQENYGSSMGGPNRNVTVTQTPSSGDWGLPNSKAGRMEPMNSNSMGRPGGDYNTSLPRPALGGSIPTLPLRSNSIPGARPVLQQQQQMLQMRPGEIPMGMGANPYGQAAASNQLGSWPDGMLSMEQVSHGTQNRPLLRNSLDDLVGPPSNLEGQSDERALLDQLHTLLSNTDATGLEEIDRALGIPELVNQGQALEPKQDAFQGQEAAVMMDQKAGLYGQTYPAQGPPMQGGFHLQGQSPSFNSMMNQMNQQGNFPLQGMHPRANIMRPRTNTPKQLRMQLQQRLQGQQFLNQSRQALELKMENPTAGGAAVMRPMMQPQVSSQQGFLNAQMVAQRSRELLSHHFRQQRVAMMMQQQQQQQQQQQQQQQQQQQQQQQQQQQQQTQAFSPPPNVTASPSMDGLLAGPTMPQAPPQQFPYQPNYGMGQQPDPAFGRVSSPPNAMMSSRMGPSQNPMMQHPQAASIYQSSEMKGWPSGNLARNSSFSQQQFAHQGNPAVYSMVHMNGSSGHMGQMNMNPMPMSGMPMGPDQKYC
An asterisk follows results filed as active; x = no result given.

Below each compound: SRC1 inh	COUP-TFII inh	TROY signal inh	EBV LMP1 NFkB	TRAIL sens C8	Shn3 inh set2	CF NFkB inh	NR5A2 inv ag	KKLEB tox	TWEAK-Fn14 inh	SRC3 inh
> O=S(=O)(c1cc(Cl)ccc1Cl)N1CCCC1
 : -4	3	-11	0	-6	9	14	3	3	-18	14
> Cc1ccccc1CN1CC2=C(CCN(Cc3ccccc3)C2=O)N2CCN=C12
 : 49	37	13	x	3	81*	14	85*	-4	25	62*
> CC(C)=CCOc1ccc([C@@H]2COc3c(ccc4c3C=CC(C)(C)O4)C2)c(O)c1
 : 14	20	39	3	2	67	4	26	0	45	-19
> CCN(CC)C(=O)c1cccc(-c2csc(C(C)(NC(C)=O)c3ccc(OC)cc3)n2)c1 (stereo unspecified)
 : 2	9	5	x	2	4	13	-7	-4	1	2
> Cc1c(N2C(=O)/C(=C\c3cccc4ccccc34)SC2=S)c(=O)n(-c2ccccc2)n1C
 : -6	0	-7	-3	-11	1	-13	21	4	16	11
> O=C(c1cc(-c2ccco2)on1)N1CCc2ccccc2C1
 : -1	-15	0	4	-22	-39	-8	2	-25	6	-6
> OCC1OC(n2cnc3ncccc32)C(O)C1O (stereo unspecified)
 : -31	9	0	x	-14	2	8	-8	-23	-1	4
> Cc1ccc(OCCSc2nnc(C)c(=O)n2N)cc1
 : 0	-10	-1	-4	2	-11	7	-14	3	-7	7
> Cc1ccc(S(=O)(=O)N2CCOCC2)cc1C(=O)NC1CCSc2ccccc21 (stereo unspecified)
 : -24	-2	9	-5	-8	15	8	13	-5	1	27
> CC(CC(=O)O)CC(=O)NNC(=O)c1cccc(Br)c1 (stereo unspecified)
 : -8	16	2	0	-1	0	15	-12	-1	-4	-4
> COC(=O)CCCC1=CC2=C(c3ccccc3)C(=O)C(C)(OC(=O)C3CCCC3)C(=O)C2=CN1C(CO)CO (stereo unspecified)
 : -13	-10	4	-2	-7	-15	9	5	-6	4	-1
> Cc1ccc(F)cc1-c1nc(NC(C)C)nc2cc(-c3ccccc3)sc12
 : 9	-28	6	x	18	15	2	-1	-3	4	-3
> CC(=O)Nc1ccc(SCCN2CC[C@@H](C)CCC2=O)cc1
 : -4	3	-15	0	6	-10	15	-37	-2	-31	5
> COc1ccc(C(C)(C)C)cc1NC(=O)c1cc(S(=O)(=O)N(C)C)ccc1N1CCCC1
 : 21	9	5	3	7	20	10	9	8	19	28
> C=CC[C@@H](CC(=O)N[C@H](CO)Cc1ccccc1)C(=O)N[C@H](COC(=O)[C@@H](CC=C)Cc1ccc(F)cc1)C(C)(C)C
 : -8	4	0	-6	16	22	-2	17	10	4	14
> COc1cc(/C=N/NC(=O)Nc2cccc3nsnc23)cc(OC)c1OC
 : 8	1	18	4	8	7	64*	-16	-25	31	20
> CN(C)S(=O)(=O)c1cccc(NC(=O)c2cc3c(cc2Cl)N2CCCCCC2=NS3(=O)=O)c1
 : 8	20	-8	-7	-7	-3	2	5	-7	4	-8
> CCOC(=O)C1C(C(=O)OC)=C(C2=CCCCC2)c2ccccc2N1S(=O)(=O)C(F)(F)F (stereo unspecified)
 : -7	4	3	5	-1	3	28	25	-6	4	14
> Cc1ccc(/C=N/NC(=S)Nc2cccc(S(=O)(=O)N(C)C)c2)o1
 : -15	-35	16	-18	16	x	14	15	-10	18	1
> O=C(NCC(c1ccco1)N1CCCCC1)c1ccc(S(=O)(=O)Nc2ccccc2)cc1 (stereo unspecified)
 : 7	6	-8	3	17	1	-16	-6	1	4	-8
> O=C(CCS(=O)(=O)c1ccc2c(c1)NC(=O)CO2)NCCc1ccccc1
 : 12	-22	6	-12	-8	5	-27	-6	20	4	12
> CC(=O)c1c(O)c2ccccc2n(C)c1=O
 : 3	11	2	-2	-27	4	-10	-12	-3	-4	15
> O=S(=O)(NCCSc1nnnn1-c1ccccc1)c1cccs1
 : -96	-4	-26	-9	6	-8	2	-10	10	-22	-39
> CC(=O)Nc1ccc(S(=O)(=O)Nc2cc3c(cc2C(C)=O)OCO3)cc1
 : -1	-17	3	2	6	7	-8	-11	-6	2	17
> O=C(C=Cc1cccs1)c1ccc(Cl)s1
 : -8	-6	-61	4	6	5	-15	-5	13	4	7
> COCc1cc(=O)[nH]c2cc(NC(=O)C(F)(F)F)c(C)cc12
 : -19	3	14	3	1	3	-6	-9	-3	6	-16
> O=C(CN1CCOc2ccccc21)NC1CC1
 : -5	10	-14	1	-7	-6	14	19	8	-9	3
> Cc1sc2ncnc(N3CCC(C(=O)NNC(=O)COc4ccccc4F)CC3)c2c1C
 : 4	27	49	1	-8	12	29	0	-7	23	13
> O=C(CNC(=O)c1ccc(OC(F)F)cc1)NCC1(N2CCOCC2)CCCCC1
 : -28	-2	-12	-1	-4	9	9	5	-1	-1	9
> COc1cccc(-c2nnc(SCC(=O)N3CCOCC3)o2)c1
 : -52	-27	-23	-14	-6	-22	-1	-44	5	-14	-30
> COCCSc1ccccc1C(=O)Nc1cccnc1
 : 9	0	11	3	-4	0	4	-6	0	3	19
> CCN(CC)C(=O)C1CCN(S(=O)(=O)c2ccc(C3CNC(=O)C3)cc2)CC1 (stereo unspecified)
 : -20	-8	-1	-8	-5	14	-38	12	6	1	7
> Clc1ccccc1-c1ccc(/C=N/Nc2nncc(-c3ccccc3)n2)o1
 : -6	5	39	-22	7	11	-14	15	-5	1	-15
> COc1ccc(C(O)c2ncc(-c3ccccc3OC)[nH]2)cc1F (stereo unspecified)
 : -13	-10	7	x	6	-8	-12	5	6	18	-18
> Cc1cccc2c(CC(=O)O)noc12
 : 9	0	0	-10	-20	10	2	-16	-3	12	10
> O=C(CCCCCn1c(=S)[nH]c2ccc(N3CCOCC3)cc2c1=O)NCc1ccc(Cl)cc1
 : -23	-4	9	6	18	1	16	-4	-16	2	0
> CCOC(=O)c1sc(N)c(C(N)=O)c1C
 : -3	21	-1	4	4	-7	0	-1	-2	1	19
> Cc1ccc(S(=O)(=O)N(C)C)cc1NC(=O)COC(=O)CC1CCCC1
 : -19	-12	3	-2	-2	-3	-3	-14	6	0	11
> CC(Oc1ccc(Cl)cc1Cl)C(=O)NC1CCSC1=O (stereo unspecified)
 : 2	7	6	3	-2	2	-20	0	12	13	-8
> Nc1cccc(C(=O)OCC(=O)NC2CCCc3ccccc32)c1 (stereo unspecified)
 : -4	12	24	-19	2	7	6	15	4	-11	7
> COc1cccc(OCCn2cc(/C=N/NC(=O)c3ccncc3)c3ccccc32)c1
 : -19	5	19	2	18	32	2	-25	-5	23	-8
> CCOC(=O)c1c(C)nc2c(c1-c1ccccc1)C(=O)CCC2
 : -18	8	10	3	5	2	-8	25	9	13	18
> Cc1cccc(OC(C)C(=O)OCC(=O)N2CCN(c3ccccc3)CC2)c1 (stereo unspecified)
 : 0	-6	10	-1	3	12	5	-4	2	-1	7
> COc1ccc(CCC(=O)NNC(=O)Nc2ccc(C(C)=O)cc2)cc1
 : -26	7	7	-12	-7	-6	-3	-2	-2	-24	-22
> CCN(CC)S(=O)(=O)c1ccc(S(=O)(=O)Nc2ccc3c(c2)oc2ccccc23)cc1
 : 0	-13	49	0	-28	10	9	14	-1	0	1
> CC(/C=C/c1ccco1)=N\NC(=O)COc1ccc(C)c(C)c1
 : -6	-9	8	-11	5	-7	16	0	-5	-2	0
> CN(CC(=O)Nc1ccccc1C(=O)NC1CC1)Cc1ccc(Cl)cc1
 : 6	-10	-14	-5	2	-9	-24	4	30	-11	23
> COc1ccc(Cl)cc1NC(=O)NCCN1CCCCC1
 : -4	-19	-3	-1	-2	-2	2	-11	-14	9	22
> O=C(CCl)NCc1cc(-c2ccc(Cl)cc2)no1
 : -14	-7	-4	-11	7	-4	-36	56	-8	7	2
> O=C(CN1CCCCC1)Nc1c2c(nc3ccccc13)N(c1ccccc1)CC2
 : 9	-19	-52	-3	-3	13	-11	-4	-19	10	-3
> CC(C)C(=O)Nc1ncc(Cc2ccc(Cl)cc2)s1
 : -36	-11	-36	-18	4	2	-10	7	-2	-16	-2
> Fc1ccc(C2=CC(c3ccco3)n3ncnc3N2)cc1 (stereo unspecified)
 : 8	x	-16	3	-9	-19	-48	31	-7	-17	9
> COc1ccc(CNC(=O)Nc2cc(C)cc(C)c2)cc1
 : -30	-6	10	-8	9	x	-7	-20	-5	-25	-32
> Nc1nc(SCC(=O)O)[nH]c(=O)c1NC(=O)c1ccco1
 : -5	-3	0	3	-22	-22	6	-1	3	13	0
> C[C@@H]1CNC(=O)c2c(C(=O)N[C@@H](Cc3c[nH]c4ccccc34)C(=O)OC(C)(C)C)ncn21
 : -3	7	-15	-8	-22	-8	-26	-10	12	4	8
> CC1(C(=O)NCc2ccccn2)CCN1C(=O)Cc1ccc(Cl)cc1Cl (stereo unspecified)
 : 6	14	-12	x	6	-11	0	2	10	-7	0
> Cc1ccc2c(c1)-c1c(ssc1=S)C(C)(C)N2C(=O)CSc1nncn1C
 : 8	-10	8	-1	-11	-22	17	7	-10	7	-8
> CCOC(=O)C(C(C)=O)C(c1ccc(OC)cc1)C(C(C)=O)C(=O)OCC (stereo unspecified)
 : 4	-5	-1	0	-7	-10	-3	1	6	8	-38
> O=C(CNC(=O)c1ccc(S(=O)(=O)N2CCCCC2)cc1)N/N=C/c1ccco1
 : 4	16	-5	5	-6	12	8	3	-2	-3	-6
> COc1cccc(C2C(C#N)=C(N)Oc3cc(N)ccc32)c1OC (stereo unspecified)
 : 9	4	5	0	-9	8	1	-18	-12	6	10

Next entries:
Below each compound: SRC1 inh	COUP-TFII inh	TROY signal inh	EBV LMP1 NFkB	TRAIL sens C8	Shn3 inh set2	CF NFkB inh	NR5A2 inv ag	KKLEB tox	TWEAK-Fn14 inh	SRC3 inh
> COc1cc2cc(-c3ccc(OC)c(OC)c3C)nc(N)c2cc1OC
 : -12	-67	13	x	18	x	10	30	2	-12	0
> O=C(O)CSc1nnc(COc2cccc3ccccc23)o1
 : -1	-19	8	-13	-4	-3	-4	5	2	0	-17
> O=C(NCCc1ccc2c(c1)OCCO2)c1cccc(F)c1
 : -23	4	-14	-5	11	4	-14	-41	5	5	-32
> CCCC(C(=O)NCc1ccc(OC)cc1)N(Cc1ccco1)C(=O)c1snc(C(N)=O)c1N (stereo unspecified)
 : -3	-12	1	-20	24	-4	-10	2	17	15	-8
> COc1ccc2oc3cc(C)[n+]([O-])c(-c4ccc(C)cc4)c3c2c1
 : 10	6	8	10	36	12	-57	18	5	-30	10
> Cc1cc(Cl)c2oc(C(=O)N(C)CCc3cnn(C)c3)c(C)c2c1
 : 9	-17	-8	6	-2	-4	-9	-10	3	-9	-2
> Cc1ccc(OCCCC(=O)Nc2nncs2)cc1
 : 6	4	7	4	-16	6	1	2	12	42	3
> Nc1nn2cc(-c3ccc(Br)cc3)nc2c2ccccc12
 : -112	-42	-28	-64	51*	-148	-60	-97	-25	-25	-81
> CCOc1nc(-c2ccc(Cl)cc2Cl)ccc1C#N
 : -12	-21	-3	-4	15	0	8	-13	-4	-4	3
> Cc1ccc(NC(NC(=O)c2ccccn2)C(Cl)(Cl)Cl)cc1 (stereo unspecified)
 : -1	-5	0	5	-6	21	-3	5	-4	19	11
> Cn1cc(CCC(=O)N2CCCC(CCC(=O)NCc3ccccc3F)C2)cn1 (stereo unspecified)
 : -1	15	21	2	15	x	5	10	-6	-1	11

Bioassay records (PubChem BioAssay)

This is a subset; count on the stated rates, not on these rows.
